ERK EGF inh: blocks ERK signaling stimulated by EGF; HEK293-V1b, EGF-stimulated phospho-ERK AlphaScreen; Potency, µM (doses to about 11.5 µM), without a hit: at the top dose activity change, negative = inhibition, actives largely listed as inhibitors; actives 0.41% (n = 130,000); active means well fitted inhibition curve with a large enough effect; inconclusive means small, poorly fitted or top-dose-only effect, or effect the other way;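 further: plate controls were stimulated vehicle wells for no effect and unstimulated vehicle basal for full effect; nearly all actives have a fitted effect of over 55% in size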
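V1b-HEK293, 1% FBS o/n; cpd 30 min 37C; EGF 25 nM final, 5 min; lyse 10 min; AlphaScreen beads 5 h RT. Normalized DMSO basal vs EGF max; Hill AC50.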
* marks the source's active call; other numbers are inactive results; & = joins results of further samples; [ ] = another dose, or the depositor's remark. Potency means the concentration at half of the fitted maximal effect.

For COc1ccc(N2CCN(CC(O)COc3ccc([N+](=O)[O-])cc3)CC2)cc1 (stereo not drawn) the results were ERK EGF inh 3%.
Screening CCOCCCNC(=O)C(c1ccc(OC)cc1)N(Cc1ccc2c(c1)OCO2)C(=O)c1ccccn1 (stereo not drawn) returned ERK EGF inh -6%.
Screening Cc1ccc2c(c1)C(c1ccncc1)=NNC(c1ccc(F)cc1)=N2 returned ERK EGF inh 1%.
`CC1CN(C(=O)COC(=O)c2nn(-c3ccccc3)c(=O)c3ccccc23)CC(C)O1` (stereo not drawn) gave ERK EGF inh -2%.
Screening CN(C)C(CNC(=S)Nc1ccccc1Cl)c1cccnc1 (stereo not drawn) returned ERK EGF inh -38%.
COc1ccccc1NC(=S)NCCN1CCOCC1 was read as ERK EGF inh -1%.
Screening COc1ccc(NC2SC(=O)N(C)C2=O)cc1 (stereo not drawn) returned ERK EGF inh 1%.
Cn1c(SCc2ccccc2)nnc1-c1ccc2nonc2c1 was read as ERK EGF inh -8%[57.5 µM].
COc1ccc(OC)c2c1nc1n2CCS1 was read as ERK EGF inh 3%.
Screening CCCCCCN(C(=O)CCCCCN1C(=O)NC(C2CCCCC2)C(C(=O)OCc2ccccc2)=C1C)C(C(=O)NCCCC)c1ccc(OCC(=O)OC)c(C(=O)OC)c1 (stereo not drawn) returned ERK EGF inh 4%.
For CCOc1ccccc1N1CCN(Cc2ccc(OC)c(OC)c2OC)CC1 the results were ERK EGF inh -8%.
`Cc1nc(C)c(Cc2ccccc2Cl)c(=O)[nH]1` gave ERK EGF inh 6%.
Screening COC(=O)c1sccc1NC(=O)C1CC(C)=C(C)CC1C(=O)O (stereo not drawn) returned ERK EGF inh 4%[57.5 µM].
For COC(=O)c1cc(-c2ccc(Cl)cc2Cl)n[nH]1 the results were ERK EGF inh 3%.
O=C(c1ccc(N2CCN(S(=O)(=O)c3ccccc3)CC2)c([N+](=O)[O-])c1)N1CCOCC1 was read as ERK EGF inh -1%.
For Oc1ccccc1-c1nc(NCc2cccnc2)c2ccccc2n1 the results were ERK EGF inh 14%[57.5 µM].
Screening CCCCCc1nnc(NC(=O)C2COc3ccccc3O2)s1 (stereo not drawn) returned ERK EGF inh 5%.
`O=C(NCCCN1CCOCC1)c1cccc(S(=O)(=O)N2CCc3ccccc3C2)c1` gave ERK EGF inh 7%.
`N/C(=N\OC(=O)c1cnn(-c2ccccc2)c1C(F)(F)F)c1ccc(C(F)(F)F)cc1` gave ERK EGF inh -4%[57.5 µM].
For Cc1cc(C)cc(OCC(=O)N/N=C/c2ccncc2)c1 the results were ERK EGF inh -50%.
COc1cc(Cl)c(C)cc1NC(=O)c1cc(S(=O)(=O)N(C)C)ccc1N1CCCC1 was read as ERK EGF inh 3%.
Cn1c(-c2ccccn2)[n+](C)c2ccccc21 was read as ERK EGF inh -23%.
O=C(NCCc1c[nH]c2ccccc12)/C(=C\c1cccnc1)NC(=O)c1ccccc1Br was read as ERK EGF inh -9%[57.5 µM].
`O=C(Nc1nc2ccccc2[nH]1)c1ccc(Cl)c([N+](=O)[O-])c1` gave ERK EGF inh 3%.
COc1ccc(OC)c(S(=O)(=O)NCCc2csc(-c3cccnc3)n2)c1 was read as ERK EGF inh -8%[57.5 µM].
C=CCNC(=S)N/N=C/c1ccc(C(C)(C)C)cc1 was read as ERK EGF inh -3%.
Screening O=C(Nc1ccccc1N1CCN(C(=O)c2ccccc2)CC1)c1cccc(Cl)c1 returned ERK EGF inh -7%[57.5 µM].
`COc1ccc(N=Nc2c(C)[nH][nH]c2=O)cc1` gave ERK EGF inh -3%.
`COc1cc(/C=C/C(=O)OCC(=O)N2CCN(C(=O)c3ccco3)CC2)ccc1O` gave ERK EGF inh 1%.
`CN(C)C(=O)c1nnsc1Sc1ccc(Cl)cc1` gave ERK EGF inh 4%.
For CC1(C)CC2(C)OC(=N)C1(C#N)C2(C#N)C#N (stereo not drawn) the results were ERK EGF inh -24%[57.5 µM].
Screening C(=C\c1ccccc1)/CSc1nnc(-c2cnccn2)n1Cc1ccco1 returned ERK EGF inh 4%.
For CC(C)c1nnc(N2C(=O)C(O)=C(C(=O)c3cccs3)C2c2ccccc2)s1 (stereo not drawn) the results were ERK EGF inh -6%.
CC1CCC(N(CCCN)Cc2ccco2)CC1C (stereo not drawn) was read as ERK EGF inh 0%.
Screening Fc1cccc(Cl)c1Cn1nnc2c(NCc3ccccn3)ncnc21 returned ERK EGF inh -1%.
`COC(=O)[C@@]1(Cc2ccc(F)cc2)[C@H]2c3cc(C(=O)N4CCCC4)n(CCc4c[nH]c5ccc(OC)cc45)c3C[C@H]2CN1C(=O)c1ccccc1` gave ERK EGF inh -4%&9%.

Of the compounds above, 6 have an NH in an aromatic ring:
`Cc1nc(C)c(Cc2ccccc2Cl)c(=O)[nH]1` gave ERK EGF inh 6%.
For COC(=O)c1cc(-c2ccc(Cl)cc2Cl)n[nH]1 the results were ERK EGF inh 3%.
O=C(NCCc1c[nH]c2ccccc12)/C(=C\c1cccnc1)NC(=O)c1ccccc1Br was read as ERK EGF inh -9%[57.5 µM].
`O=C(Nc1nc2ccccc2[nH]1)c1ccc(Cl)c([N+](=O)[O-])c1` gave ERK EGF inh 3%.
`COc1ccc(N=Nc2c(C)[nH][nH]c2=O)cc1` gave ERK EGF inh -3%.
`COC(=O)[C@@]1(Cc2ccc(F)cc2)[C@H]2c3cc(C(=O)N4CCCC4)n(CCc4c[nH]c5ccc(OC)cc45)c3C[C@H]2CN1C(=O)c1ccccc1` gave ERK EGF inh -4%&9%.

The main list resumes; the 2 compounds before the break are reprinted first.
Screening Fc1cccc(Cl)c1Cn1nnc2c(NCc3ccccn3)ncnc21 returned ERK EGF inh -1%.
`COC(=O)[C@@]1(Cc2ccc(F)cc2)[C@H]2c3cc(C(=O)N4CCCC4)n(CCc4c[nH]c5ccc(OC)cc45)c3C[C@H]2CN1C(=O)c1ccccc1` gave ERK EGF inh -4%&9%.
For Cc1cccc(N2C(S)=C(C#N)C(=O)NC2c2ccco2)c1 (stereo not drawn) the results were ERK EGF inh -4%.
For COc1ccc(C(=O)CNC2=NCCC2)cc1 the results were ERK EGF inh -2%.
`OCC1(CCOc2ccccc2)CCN(Cc2ccc3c(c2)OCCO3)CC1` gave ERK EGF inh 4%.
For Cn1c(N)cc(-c2ccc(F)cc2)c(C#N)c1=O the results were ERK EGF inh 3%.
CC1CN(Cc2cn(C)nc2-c2ccc(Oc3ccccc3)cc2)CCN1C (stereo not drawn) was read as ERK EGF inh 0%.
For O=C(Nc1ccccc1)c1sccc1Oc1ccc([N+](=O)[O-])cc1F the results were ERK EGF inh inconclusive.
CNc1ncc(Cc2ccccc2)s1 was read as ERK EGF inh 3%.
OC1CCN(Cc2nc(Cc3ccccc3Cl)no2)CC1 was read as ERK EGF inh -1%.
`CN(Cc1cnccn1)Cc1cn(Cc2ccccc2)nc1-c1ccc2c(c1)OCO2` gave ERK EGF inh -15%[57.5 µM].
For CC(Cc1cccnc1)NC(=O)c1ccccc1OC1CCN(S(C)(=O)=O)CC1 (stereo not drawn) the results were ERK EGF inh 23%.
`O=c1c2ccccc2cnn1-c1ccc(Cl)nn1` gave ERK EGF inh 5%.
For COc1ccc(OC)c(/C=N/NC(=O)c2cc3c(OC)c(OC)ccc3[nH]2)c1 the results were ERK EGF inh -33%.
`O=C(O)c1ccc(N2C(=O)c3cccc(Oc4ccc(Cl)cc4)c3C2=O)cc1` gave ERK EGF inh 0%.
`Cc1ccccc1NC(=O)NCCc1ccc(Cl)cc1` gave ERK EGF inh -2%.
`Cc1ccn2cc(CCNS(=O)(=O)c3ccc([N+](=O)[O-])cc3)nc2c1` gave ERK EGF inh 3%[57.5 µM].
Screening CCOC(=O)C1CCCN(C(=O)c2ccc([N+](=O)[O-])cc2)C1 (stereo not drawn) returned ERK EGF inh 1%.
For O=C(CSc1nc2ccc(Cl)cc2[nH]1)c1cccs1 the results were ERK EGF inh -6%[57.5 µM].
Screening CC(=O)OCCn1c(C)[n+](CCOC(C)=O)c2cc(Cl)c(Cl)cc21 returned ERK EGF inh 2%.
`CN(C)/C=C/C(=O)Oc1ccc(Cl)cc1Cl` gave ERK EGF inh -6%.
For Cc1ccc(S(=O)(=O)NC(=O)Nc2ccc(F)cc2)cc1 the results were ERK EGF inh 9%.
For CCN(CC)CCCn1c(C)cc2c(c1=O)C(c1cccc(Cl)c1)C(C#N)=C(N)O2 (stereo not drawn) the results were ERK EGF inh inconclusive.
`O=C(NC1CCCCCCC1)c1ccc(CNc2c(N3CCOCC3)c(=O)c2=O)cc1` gave ERK EGF inh 9%.
COc1ccc(-c2cc(C(=O)NC3=NCCS3)c3ccccc3n2)cc1OC was read as ERK EGF inh -9%.
O=C1c2cccc([N+](=O)[O-])c2C(=O)N1CCO was read as ERK EGF inh 3%.
Screening CCc1cccc(CC)c1NC(=O)COC(=O)c1cccc(-c2ccc(OC(C)=O)cc2)c1 returned ERK EGF inh -5%.
Screening Cc1nc(NC(=O)c2ccccc2)sc1C1(C)CC(c2c(Cl)cccc2Cl)=NO1 (stereo not drawn) returned ERK EGF inh inconclusive.
COc1ccccc1NC(=O)CN(c1ccc([N+](=O)[O-])cc1)S(=O)(=O)c1ccccc1 was read as ERK EGF inh -2%.
Screening CC1SCC(=O)N(CC(=O)NCc2ccccc2)C1=O (stereo not drawn) returned ERK EGF inh -2%.
Cc1nn(Cc2ccc(C(=O)N3CCOCC3)o2)c(C)c1Br was read as ERK EGF inh 7%.
`Cc1cccc(C2c3[nH]c4ccccc4c3CCN2C(=O)Cc2n[nH]c(C)n2)n1` (stereo not drawn) gave ERK EGF inh -12%.
For COc1ccc(N2C(=O)CC(N(CCc3ccccc3)C(=O)c3ccccc3)C2=O)cc1 (stereo not drawn) the results were ERK EGF inh 20%[57.5 µM].
`Cn1c(CCc2ccccc2)nnc1SCC(=O)N1CCOCC1` gave ERK EGF inh -1%.
O=[N+]([O-])c1ccc(C=Nc2cccc3ccccc23)s1 was read as ERK EGF inh 0%.
`COc1ccc(NC(=S)N2CCCC(CO)C2)c(OC)c1` (stereo not drawn) gave ERK EGF inh 3%.
Screening CN(C)S(=O)(=O)c1ccc(Cl)c(-c2nnc3n2CCCCC3)c1 returned ERK EGF inh 4%.
Cc1nc2ccccn2c1C(=O)CSc1ccccc1 was read as ERK EGF inh -8%.

A draw from above in order of number of heavy atoms, largest number first:
Screening CCc1cccc(CC)c1NC(=O)COC(=O)c1cccc(-c2ccc(OC(C)=O)cc2)c1 returned ERK EGF inh -5%.
`Cc1cccc(C2c3[nH]c4ccccc4c3CCN2C(=O)Cc2n[nH]c(C)n2)n1` (stereo not drawn) gave ERK EGF inh -12%.
`COc1ccc(NC(=S)N2CCCC(CO)C2)c(OC)c1` (stereo not drawn) gave ERK EGF inh 3%.
Screening CC1SCC(=O)N(CC(=O)NCc2ccccc2)C1=O (stereo not drawn) returned ERK EGF inh -2%.

New compounds follow:
For Cc1ccsc1/C=N/N1CCN(c2ccccn2)CC1 the results were ERK EGF inh inconclusive.
`CCC(CC)NC(=O)c1cccc([N+](=O)[O-])c1C` gave ERK EGF inh 9%.
For CNC(=O)C(=O)Nc1ccc(C)cc1C the results were ERK EGF inh -1%.
O=C(c1cc(COc2ccc(F)cc2Cl)on1)N1CCC(c2ccncc2)CC1 was read as ERK EGF inh -16%.
O=S(=O)(c1ccc(-c2csc(Nc3ccc(Br)cc3)n2)cc1)N1CCCC1 was read as ERK EGF inh 1%.
COc1ccc(OC)c2sc(NNC(=O)COc3ccccc3)nc12 was read as ERK EGF inh 0%.
C(=N\N1CCOCC1)/c1cccs1 was read as ERK EGF inh 8%.
OCC1=CC[N+]2(Cc3ccccc3)CCC(O)[C@@H]12 (stereo partly drawn) was read as ERK EGF inh -2%.
Screening CCCc1ccc(OCc2ccccc2)c2c(=O)cc(C(=O)OCC)oc12 returned ERK EGF inh -3%[57.5 µM].
CCOC(=O)c1c(NC(=O)CCCC(=O)O)sc2c1CCC2 was read as ERK EGF inh 5%.
For COc1ccc(/C=C/C(=O)OCC(=O)NCc2ccco2)c(OC)c1 the results were ERK EGF inh -8%.
Screening Clc1ccc(OCCN2CCCCC2)cc1Cl returned ERK EGF inh 8%.
`CC(=O)Nc1cccc(OCCCNC(=O)C2CCC2)c1` gave ERK EGF inh 24%[57.5 µM].
Screening Nc1nnc(/C=C/c2ccccc2)s1 returned ERK EGF inh -21%.
Screening Cc1ccc(S(=O)(=O)N2CCOCC2)cc1NC(=O)COC(=O)c1cc(=O)[nH]c2ccccc12 returned ERK EGF inh -2%.
Screening CN(C)c1ccc(N=Nc2ccccc2C(=O)OCC(=O)N(C)c2ccccc2)cc1 returned ERK EGF inh 10µM*.
O=C(c1ccc2ncsc2c1)N1CCN(c2ccccc2Cl)CC1 was read as ERK EGF inh -3%.
For CC(=O)c1ccc(N2CCN(CC(=O)N(CC(C)C)c3c(N)n(CC(C)C)c(=O)[nH]c3=O)CC2)cc1 the results were ERK EGF inh inconclusive.
`Cc1ccccc1NC(=O)NC1(C(=O)N2CCOCC2)CCCCC1` gave ERK EGF inh 11%.
Screening Cc1[nH]c2ccccc2c1/C=N/NC(=S)NC(C)C returned ERK EGF inh -12%.
For C#CCCCCCCCCC(=O)NCCCC the results were ERK EGF inh -1%.
For O=C(CSc1nncs1)NC(=O)NC1CCCC1 the results were ERK EGF inh -34%.
Screening COc1ccc2c(C)cc3nncn3c2c1 returned ERK EGF inh 3%.
`O=C(Nc1ccc(C(F)(F)F)cc1)N1CCN(c2ccnc3cc(Cl)ccc23)CC1` gave ERK EGF inh 27%[57.5 µM].
`O=C(Nc1cccnc1)c1sc(Nc2ccccc2)nc1-c1ccccc1` gave ERK EGF inh 6%.
For Cc1ccc(C)c(N2CCN(S(=O)(=O)c3cccc4cccnc34)CC2)c1 the results were ERK EGF inh 12%.
O=C(CN1C(=O)CSc2ccc(S(=O)(=O)N3CCOCC3)cc21)NCCCN1CCOCC1 was read as ERK EGF inh 2%.
Screening CCC(C)NCC(=O)Nc1cc(S(=O)(=O)N(CC)c2ccccc2)ccc1Cl (stereo not drawn) returned ERK EGF inh -8%.

Screening data as filed in PubChem.

Some of the compounds tested (hit frequency here may not be typical).
